TDP1 block: blocks human tyrosyl-DNA phosphodiesterase 1; Q9NUW8; recombinant TDP1, AlphaScreen DNA substrate cleavage; Potency, µM (highest dose often 130 µM), for the others: at the top dose activity change, negative = inhibition, actives largely listed as inhibitors; 0.28% of 350,000 active; AID 485290; note: nearly all actives have a fitted effect of over 40% in size
Target sequence (Q9NUW8 whole entry, looked up): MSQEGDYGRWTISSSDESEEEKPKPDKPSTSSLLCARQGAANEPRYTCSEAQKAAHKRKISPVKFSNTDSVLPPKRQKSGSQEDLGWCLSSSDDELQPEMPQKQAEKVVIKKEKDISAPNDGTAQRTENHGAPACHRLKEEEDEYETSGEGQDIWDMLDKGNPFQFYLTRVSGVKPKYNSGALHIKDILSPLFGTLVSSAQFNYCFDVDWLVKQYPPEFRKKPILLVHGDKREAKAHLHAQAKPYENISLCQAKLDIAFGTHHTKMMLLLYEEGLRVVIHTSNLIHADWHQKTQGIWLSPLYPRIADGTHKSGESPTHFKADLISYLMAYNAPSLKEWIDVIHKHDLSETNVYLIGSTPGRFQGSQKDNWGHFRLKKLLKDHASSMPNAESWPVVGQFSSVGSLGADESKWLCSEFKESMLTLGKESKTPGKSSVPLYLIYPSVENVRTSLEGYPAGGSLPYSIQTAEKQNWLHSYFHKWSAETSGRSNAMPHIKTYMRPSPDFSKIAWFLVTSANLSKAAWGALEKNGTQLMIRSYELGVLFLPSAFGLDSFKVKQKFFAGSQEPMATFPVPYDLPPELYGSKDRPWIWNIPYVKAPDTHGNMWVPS
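Steps: enzyme plus compound, 15 min RT; add biotin/phosphotyrosine-FITC oligonucleotide (15 nM final), react 5 min; add donor/acceptor beads (10 ug/ml final), 10 min; read AlphaScreen. Tdp1 at 1 nM final.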
FEN1 inhibitor: human FEN1 inhibition | Potency, µM (doses to about 114 µM), without a hit: at the top dose activity change, negative = inhibition, hits mostly inhibitors | Recombinant FEN1 flap cleavage, fluorescence, 15 min | 0.35% of 390,000 active; note: nearly all actives have a fitted effect of over 65% in size
Target sequence (P39748 whole entry, looked up): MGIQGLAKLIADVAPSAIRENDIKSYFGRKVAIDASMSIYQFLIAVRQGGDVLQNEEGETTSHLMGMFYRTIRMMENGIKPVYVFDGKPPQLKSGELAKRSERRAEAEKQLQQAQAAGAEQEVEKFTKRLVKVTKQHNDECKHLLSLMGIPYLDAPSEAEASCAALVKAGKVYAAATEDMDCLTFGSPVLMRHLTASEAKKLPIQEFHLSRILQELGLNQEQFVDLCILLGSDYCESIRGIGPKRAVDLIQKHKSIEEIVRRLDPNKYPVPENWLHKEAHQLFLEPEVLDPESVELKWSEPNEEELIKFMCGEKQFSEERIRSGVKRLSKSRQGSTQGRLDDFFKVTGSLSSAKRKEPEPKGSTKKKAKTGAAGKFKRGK
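Steps: FEN1 (10 nM) dispensed; compound added by pin tool; 15 min at room temperature; substrate added to 50 nM final; reads at 0 min and 15 min; data normalized and fitted (four-parameter Hill).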
N370S GC mod: inhibits or activates N370S mutant glucocerebrosidase; N370S GC spleen homogenate, 4MU-glucoside fluorescence; P04062; 0.092% of 330,000 active; Potency, µM (doses to about 59.4 µM), for inactives: top-dose activity change, negative = inhibition, hits mostly inhibitors; AID 2101;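 note: 0% = full enzyme activity and -100% = no enzyme basal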
* = called active by the depositor; ? = inconclusive; nt = not tested or not shown; & = joins results of further samples; [ ] = dose if it differs, or a comment. Calls come from the whole dose curve; as a rule, active = well fitted curve in the direction sought with a large enough effect; inconclusive = small, poorly fitted or top-dose-only effect, or another doubt; inactive = no such curve, though single readings can be large; an effect the other way counts as inactive or inconclusive. Unless noted, % is set by controls: 0 for no effect and ±100 for the full control effect; potency is the fitted concentration of half-maximal effect.

The line under a structure holds: TDP1 block	N370S GC mod	FEN1 inhibitor
> CCNC(=O)OCC(CC)NC(=O)OCC(C)C (stereo not given)
→ 1%	-13%	7%
> Cc1ccc(C)c(NC(=O)Cn2c(=O)n(Cc3ccc4c(c3)OCO4)c(=O)c3ccc(C(=O)NC4CCCCC4)cc32)c1
→ -2%	nt	-11%
> O=C(NC1CCCN(C2Cc3ccccc3C2)C1)c1ccc(F)cc1Cl (stereo not given)
→ 1%	1%	-11%
> Cc1ccc(C(=O)NNC(=O)CSc2nnc(-c3ccncc3)n2C)cc1
→ 1%	1%	-17%
> CCOC(=O)c1c(C)nc(C)c(C(=O)OCC)c1-c1cccnc1
→ 0%	5%	6%
> CC(=O)c1cccc(NC(=O)CCS(=O)(=O)c2ccc(Br)s2)c1
→ -2%&7%	-1%	-13%&10%
> CCNC(=O)/C=C1\NC(C)(C)Cc2c1ccc1ccccc21
→ -6%	nt	-10%
> Cc1nnc(NC(=O)c2cccc(S(=O)(=O)N3CCCC3)c2)s1
→ 3%	-7%	4%
> COC(=O)C1=CN(CC2CCCO2)C=C(C(=O)OC)C1c1ccccc1C(F)(F)F (stereo not given)
→ -5%	27%	4%
> O=C(O)CSc1nnc(-c2cccc(S(=O)(=O)N3CCOCC3)c2)n1-c1ccc(F)cc1
→ 2%	nt	23%
> N#Cc1c2n(c3c(=O)n(Cc4ccccc4Cl)cnc13)CCCCC2
→ 6%	?	-10%
> O=C(CSc1nnnn1C1CCCC1)Nc1ccc(F)cc1
→ 0%	-26%	-2%
> CCc1noc(C)c1C(=O)OC(C)C(=O)NCc1ccc(OC)cc1 (stereo not given)
→ 1%	nt	-11%
> CCCCn1cc(S(=O)(=O)c2ccc(C)cc2)c(=O)c2cc(F)c(N3CCCCC3)cc21
→ 2%	nt	3%
> CC[C@@]1(C(=O)OC)N[C@H](CN(C)C(=O)Nc2ccc(C)cc2)[C@@H]2C(=O)N(Cc3ccccc3)C(=O)[C@@H]21
→ 3%	nt	6%
> O=C(Nc1cccc(F)c1)C1CCN(S(=O)(=O)c2cccc3nonc23)CC1
→ 2%	9%	1%
> COC(OC)c1ccnc(-c2ccc(OC(=O)c3ccccc3)cc2)n1
→ -4%	-2%	-19%
> O=C(NCCc1ccccc1F)C1CCCN(c2nc3ccccc3s2)C1 (stereo not given)
→ 0%	-5%	15%
> CC1CC(C)CN(C(=O)COC(=O)c2cccc([N+](=O)[O-])c2)C1 (stereo not given)
→ -1%	23%	1%
> CCCCC/C=C\C/C=C\C/C=C\C=C\[C@@H](O)CCCC(=O)O
→ 6%&3%	9%&14%	nt
> CN(C)/C=C/C(=O)c1cccc(Cl)c1
→ 6%	-4%	-9%
> CCOc1ccc(N2C(=O)CSC2=NC#N)cc1
→ 3%	nt	0%
> NC(=O)CC(NC(=O)Cc1ccc(Br)cc1)c1ccc(NCCN2CCOCC2)c([N+](=O)[O-])c1 (stereo not given)
→ nt	-15%	-18%
> Cc1cc(OCCn2c(C3CC(=O)N(Cc4ccc(F)cc4)C3)nc3ccccc32)ccc1Cl (stereo not given)
→ 6%	nt	19%
> COc1cccc(Nc2n[nH]c(=S)s2)c1
→ 11%	-19%	-6%
> COCC(=O)Nc1cc([N+](=O)[O-])ccc1C
→ 1%	-15%	5%
> Cc1ccc(N(C)S(=O)(=O)c2ccc3[nH]c(=O)ccc3c2)cc1
→ 0%	nt	-10%
> Cc1nc([N+](=O)[O-])c(C(=O)OCc2ccccc2)n1C
→ 3%	-10%	13%
> Cc1cccc(OCCNC(=O)CSc2ccc(C(F)(F)F)cc2[N+](=O)[O-])c1
→ 3%	3%	-6%
> CCSc1cc(C)nc2c(-c3ccccc3)c(C)nn12
→ 1%	nt	-15%
> CCOc1ccccc1C(=O)N[C@H](C(=O)OCc1csc(CC(=O)Nc2ccc(C)cc2)n1)C(C)C
→ 1%	nt	-3%
> Cc1c(NC(=O)c2ccccc2N)cccc1C(=O)O
→ 1%	10%	-10%
> COC(=O)c1sccc1NC(=O)c1ccc(C#N)cc1
→ nt	-1%	18%
> COc1cccc(C(=O)Nc2nc(-c3ccc4c(c3)OCO4)cs2)c1
→ 10%	-10%	-3%
> CC(C)c1ccc(NC(=O)CCCN2C(=O)NC(C)(C)C2=O)cc1
→ 0%	nt	0%
> O=C1CNC(=S)N1c1nc(-c2ccccc2)cs1
→ 2%	7%	4%
> COc1cc(-c2noc(CCCC(=O)NCc3ccco3)n2)cc(OC)c1OC
→ 0%	-1%	-16%
> COCCSc1nnc(NC(=O)c2ccco2)s1
→ 2%	-8%	11%
> O=C(NCc1ccccc1Cl)C1CCC(CNS(=O)(=O)c2ccc(Cl)cc2)CC1 (stereo not given)
→ -6%	nt	14%
> CCC(C)NC(=O)CNC(=S)N(Cc1ccccc1F)C1CCCCC1 (stereo not given)
→ -3%	-3%	7%
> Cc1ccc(S(=O)(=O)NCc2ccccc2)cc1C(=O)N(C)Cc1ccccc1F
→ 1%	5%	-9%
> Nc1cc(=O)[nH]c(SCC(=O)N2CCCC2)n1
→ 0%	nt	-1%
> Cn1c(=O)[nH]c(=O)c2c1nc(Sc1nc3ccccc3s1)n2Cc1ccccc1
→ 2%	13%	-2%
> COc1ccc(NC(=O)C2C3CCC(C3)C2C(=O)O)cc1OC (stereo not given)
→ 9%	4%	2%
> CCOc1ccccc1NC(=O)C1CCC(CNc2c(N3CCOCC3)c(=O)c2=O)CC1 (stereo not given)
→ 0%	-5%	20%
> CC(C)(C)NC(=O)C1c2ccccc2Oc2ccccc21
→ 4%	4%	-5%
> COc1ccc(C2Nc3ccccc3C(=O)N2NC(C)=O)cc1OC (stereo not given)
→ -4%	16%	19%
> COc1ccc(S(=O)(=O)N2CCC(C(=O)Nc3cccc(C(C)=O)c3)CC2)cc1
→ 0%	3%	1%
> CN1CCN2c3ccccc3CC3(C(=O)OC(C)(C)OC3=O)C2C1 (stereo not given)
→ -1%	nt	1%
> COC(=O)c1ccc(C(=O)OC)c(NC(=O)c2cnc3n(c2=O)CCS3)c1
→ -2%	?	-1%
> Cc1ccccc1NC(=O)OCc1cccnc1Oc1ccc(Cl)cc1
→ 2%	11%	-17%
> Cc1ccc(S(=O)(=O)N2CCN(C)CC2)cc1C(=O)NC1CCCCC1
→ -14%	-6%	0%
> Cc1noc2ncnc(N3CCCC(C(=O)NC(C)C)C3)c12 (stereo not given)
→ -6%	nt	-6%
> C=CCn1c(C)cc(-c2csc(NC)n2)c1C
→ 8%	-9%	-14%
> CC(C)CNC(=O)c1cccc(NC(=O)C(C)C)c1
→ 3%	13%	-1%
> COc1ccc(CNC(=O)CNS(=O)(=O)c2ccc(Cl)cc2)cc1
→ 3%	-21%	2%
> CCOc1ccc(NC(=O)C2CC(=O)N(CC)C(=Nc3ccc4c(c3)OCO4)S2)cc1 (stereo not given)
→ 4%	-3%	0%
> COc1ccc(CCNC(=O)c2cc(-c3ccc(C)cc3O)n[nH]2)cc1OC
→ 2%	-1%	10%
> COc1ccc(NC(=O)N2CCCC2C(=O)Nc2cccc(C)c2C)cc1 (stereo not given)
→ nt	2%	8%
> O=C(O)C(Cc1ccccc1-c1ccccc1)C(=O)O
→ -5%	5%	-5%

Record cards, from the list above. Values in the order: TDP1 block | N370S GC mod | FEN1 inhibitor
C=CCn1c(C)cc(-c2csc(NC)n2)c1C across the screens: 8% | -9% | -14%
COc1ccc(CNC(=O)CNS(=O)(=O)c2ccc(Cl)cc2)cc1 across the screens: 3% | -21% | 2%

Continued:
The line under a structure holds: TDP1 block	N370S GC mod	FEN1 inhibitor
> CCCCc1nc2ccccc2c(=O)n1NC(=O)c1c(O)c2ccccc2n(C)c1=O
→ -6%	-4%	-16%
> CC(C)(C)NCC(O)COCc1ccc(Cl)cc1 (stereo not given)
→ 2%	-17%	-1%
> O=C(CSc1nnc(Cn2nnc(-c3ccccc3)n2)n1-c1ccccc1)Nc1ccc(F)cc1
→ -8%	6%	-7%
> CC(=O)c1ccc(N2CCN(C(=O)CCc3nnc4n(C)c(=O)c5sccc5n34)CC2)cc1
→ -3%	nt	-5%
> Cc1ccc(CNCCCSc2nc(C)cc(C)n2)cc1
→ 6%	-2%	15%
> COc1ccc(-c2ncn(CCC#N)c2[N+](=O)[O-])cc1
→ 5%	-18%	-6%
> O=C(Nc1ccc(Cl)cc1)Nc1ccc(Br)cn1
→ nt	-17%	-2%
> CCN(CC)CCCNC(=O)N[C@@H](Cc1ccccc1)C(=O)O
→ 4%	?	-6%
> CC(C)c1nnc(NC(=O)CCC(=O)NCc2ccc(F)cc2)s1
→ 2%	-1%	19%
> Cc1cccc(N2CCN(c3nc4ccccc4c(=O)n3-c3ccc(Cl)cc3)CC2)c1C
→ -2%	nt	-5%
> O=S(=O)(c1ccc2ccccc2c1)N(CC1CO1)c1ccccc1 (stereo not given)
→ 6%	13%	0%
> COC(=O)c1[nH]c2c(c1C)C(=O)CC(c1ccc(OC)cc1)C2 (stereo not given)
→ nt	-7%	-8%
> CCN(c1ccc2c(c1)OCO2)S(=O)(=O)c1cc(Br)cc2c1N(C(C)=O)CC2
→ 4%	nt	13%
> O=C1CCCC/C=C\C[C@H](CC(=O)N(CCO)Cc2ccccc2)C(=O)N[C@@H](c2ccccc2)CO1
→ 0%	nt	16%
> COc1ccc(-c2noc(CCC(=O)Nc3nc4ccccc4s3)n2)cc1
→ 7%	-2%	-4%
> COc1ccc(NC2C[C@H]3CCCC(=O)N4CC[C@@H](C2)[C@@H]34)cc1 (stereo not given in full)
→ 4%	-8%[89.1 µM]	nt
> Cc1onc(-c2ccccc2Cl)c1-c1nc(-c2ccncc2)no1
→ 6%	-28%	-5%
> O=C(CN1C(=O)S/C(=C/c2cccs2)C1=O)N1CCOCC1
→ 1%	1%	-4%
> Nc1cccc(-c2cc3ccccc3oc2=O)c1
→ 0%	6%	2%
> CC(C)n1c(/N=C/c2c[nH]c3ccccc23)nc2ccccc21
→ 6%	0%	?
> O=C(CSCCO)Nc1ccc(C23CC4CC(CC(C4)C2)C3)cc1
→ -2%	8%	-14%
> COc1ccc(-c2nnc3ccc(SCc4ccccc4)nn23)cc1
→ nt	?	2%
> C=C1CCC[C@]2(C)C[C@H]3OC(=O)C(CN4CC(C)OC(C)C4)[C@H]3C[C@@H]12 (stereo not given in full)
→ nt	-7%	15%
> COc1ccc2ccccc2c1CNCCN1CCOCC1
→ 7%	-3%	18%
> O=C(O)c1ccc2nc(CO)[nH]c2c1
→ -1%	-4%	4%
> Cc1ccccc1Cn1nc(C)c(NC(=O)c2nc3n(n2)C(C(F)F)CC(C)N3)c1C (stereo not given)
→ 8%	5%	0%
> O=C(O)C1CCc2sc3[nH]c(=S)n(-c4ccccc4)c(=O)c3c21 (stereo not given)
→ nt	-3%	-21%
> O=C(NC(=S)NCc1ccccc1)c1ccccc1Br
→ nt	-4%	-13%
> COc1ccc(-c2nc3n(n2)C(c2cccnc2)C(C(N)=O)=C(C)N3)cc1 (stereo not given)
→ 3%	7%	6%
> Cc1cc(C)n2cc(CSc3ncccc3C(=O)O)nc2n1
→ -4%	9%	-3%
> O=C(Nc1ccc(Cl)cn1)C1CCCN1S(=O)(=O)c1ccccc1 (stereo not given)
→ 4%	4%	23%
> COc1cccc(NS(=O)(=O)c2ccc(-n3cccn3)cc2)c1
→ 1%	-15%	0%
> CC(C)CC(=O)Nc1ccc(-c2nnn(CC(=O)NCc3ccco3)n2)cc1
→ -1%	-18%	1%

Structural class, those above containing a Cl atom.
The line under a structure holds: TDP1 block	N370S GC mod	FEN1 inhibitor
> O=C(NC1CCCN(C2Cc3ccccc3C2)C1)c1ccc(F)cc1Cl (stereo not given)
→ 1%	1%	-11%
> N#Cc1c2n(c3c(=O)n(Cc4ccccc4Cl)cnc13)CCCCC2
→ 6%	?	-10%
> CN(C)/C=C/C(=O)c1cccc(Cl)c1
→ 6%	-4%	-9%
> Cc1cc(OCCn2c(C3CC(=O)N(Cc4ccc(F)cc4)C3)nc3ccccc32)ccc1Cl (stereo not given)
→ 6%	nt	19%
> O=C(NCc1ccccc1Cl)C1CCC(CNS(=O)(=O)c2ccc(Cl)cc2)CC1 (stereo not given)
→ -6%	nt	14%
> Cc1ccccc1NC(=O)OCc1cccnc1Oc1ccc(Cl)cc1
→ 2%	11%	-17%
> COc1ccc(CNC(=O)CNS(=O)(=O)c2ccc(Cl)cc2)cc1
→ 3%	-21%	2%
> CC(C)(C)NCC(O)COCc1ccc(Cl)cc1 (stereo not given)
→ 2%	-17%	-1%
> O=C(Nc1ccc(Cl)cc1)Nc1ccc(Br)cn1
→ nt	-17%	-2%
> Cc1cccc(N2CCN(c3nc4ccccc4c(=O)n3-c3ccc(Cl)cc3)CC2)c1C
→ -2%	nt	-5%
> Cc1onc(-c2ccccc2Cl)c1-c1nc(-c2ccncc2)no1
→ 6%	-28%	-5%
> O=C(Nc1ccc(Cl)cn1)C1CCCN1S(=O)(=O)c1ccccc1 (stereo not given)
→ 4%	4%	23%
